# Assay outcomes (PubChem)
# KLF5 inhibitor = KLF5 expression inhibitors, primary screen, DLD-1 cells, luminescence; AID 1700, 2009; inhibition, % at 5 µM; hit rate 0.23% among 290,000; DLD-1 KLF5 promoter-luciferase reporter;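 active = inhibition above a per-plate limit of that plate's mean compound inhibition plus 3 SD, cut at about 60% in these data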;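 also: 0% = DMSO wells and 100% = LY294002 at 200 µM; higher means less KLF5 promoter-driven luciferase light; inactives centre near -14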
# MrgX1 antagonist = antagonists of human MrgX1 receptor, primary screen, HEK293 cells, Fluo-4 calcium flux | B-score at 10 µM | hit rate 1.3% among 310,000 | Mas-related G-protein coupled receptor member X1 (Homo sapiens), Q96LB2 | BAM8-22 antagonism; hits give low values;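 active = calcium-response B-score plate-corrected more than 3 library SD below zero, starting fluorescence within 5 deviations, no agonist response on first addition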;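 also: peak minus trough fluorescence over baseline after final BAM8-22 challenge near maximal dose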
# TRPC4 block = inhibitors of mouse TRPC4 channel, primary screen, Fluo4 calcium, HEK293 TRPC4beta/mu-opioid cells. Short transient receptor potential channel 4 (Mus musculus), Q9QUQ5. DAMGO-evoked Fluo4 calcium flux; hits give low values. B-score at 10 µM. hit rate 0.39% among 300,000. AID 2247, 2010;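 active = B-score over 3 SD under the library average, no early fluorescence shift, positive overall ratio signal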
#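 Material: HEK293 cells with stable TRPC4beta plus mu-opioid receptor expression / Probe or stimulus: DAMGO in two steps, submaximal then maximal / Compound: single concentration per test compound / Technique: kinetic Fluo4 fluorescence imaging of calcium influx / Read-out: per-well B score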
# SKKanGAS inh = S. pyogenes SKKanGAS growth inhibitors in kanamycin, primary screen, streptokinase expression inhibitor project, SKKanGAS strain, BacTiter-Glo luminescence | 6 h | inhibition, % at 7.5 µM | hit rate 1.3% among 300,000 | AID 1662, 2009;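 active = mean replicate score, as percent of positive control median, at least 50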;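 also: strain carries kanamycin resistance gene driven by streptokinase promoter and grows in 40 µg/ml kanamycin; loss of luminescence reflects streptokinase promoter inhibition or plain growth inhibition; 0% = median of DMSO wells and 100% = positive control at its reference dose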
# HIF activator = HIF pathway transcriptional activators, primary screen, cell-based, U2OS HRE-luciferase, luminescence; U2OS HRE-luciferase reporter; normalized: DMSO 0%, desferrioxamine 100%; activation, % at 7.5 µM (by protocol); hit rate 0.32% among 300,000;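 active = mean activation of at least 10% of the iron chelator positive control signal, with at least half of replicates also reaching 10%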
# TRPC4 potent = positive allosteric modulators of TRPC4, primary screen, cell-based, mouse TRPC4beta, HEK293 mu-opioid, Fluo-4 calcium. B-score at 10 µM. DAMGO EC20, Fluo-4 Ca2+ flux; hits give high values. hit rate 0.42% among 310,000;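 active = B-score of calcium response area above 5 SD of library B-scores, with initial fluorescence ratio within 5 SD of library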;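 also: B-score of integrated fluorescence ratio over time as area under calcium response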
# TRPC6 inhibitor = mouse TRPC6 channel inhibitors, primary screen, cell-based, HEK293, membrane potential dye; hit rate 1.1% among 310,000; Short transient receptor potential channel 6 (Mus musculus), Q61143; ACh-evoked depolarization; hits give low values; B-score at 10 µM;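 active = B-score under library mean minus 3 SD, initial fluorescence not abnormally high, positive integrated signal ratio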;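 also: B-score derived from integrated fluorescence ratio over the kinetic read; more negative B-score means stronger inhibition of depolarization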
# Target sequence (Q61143 whole entry, looked up): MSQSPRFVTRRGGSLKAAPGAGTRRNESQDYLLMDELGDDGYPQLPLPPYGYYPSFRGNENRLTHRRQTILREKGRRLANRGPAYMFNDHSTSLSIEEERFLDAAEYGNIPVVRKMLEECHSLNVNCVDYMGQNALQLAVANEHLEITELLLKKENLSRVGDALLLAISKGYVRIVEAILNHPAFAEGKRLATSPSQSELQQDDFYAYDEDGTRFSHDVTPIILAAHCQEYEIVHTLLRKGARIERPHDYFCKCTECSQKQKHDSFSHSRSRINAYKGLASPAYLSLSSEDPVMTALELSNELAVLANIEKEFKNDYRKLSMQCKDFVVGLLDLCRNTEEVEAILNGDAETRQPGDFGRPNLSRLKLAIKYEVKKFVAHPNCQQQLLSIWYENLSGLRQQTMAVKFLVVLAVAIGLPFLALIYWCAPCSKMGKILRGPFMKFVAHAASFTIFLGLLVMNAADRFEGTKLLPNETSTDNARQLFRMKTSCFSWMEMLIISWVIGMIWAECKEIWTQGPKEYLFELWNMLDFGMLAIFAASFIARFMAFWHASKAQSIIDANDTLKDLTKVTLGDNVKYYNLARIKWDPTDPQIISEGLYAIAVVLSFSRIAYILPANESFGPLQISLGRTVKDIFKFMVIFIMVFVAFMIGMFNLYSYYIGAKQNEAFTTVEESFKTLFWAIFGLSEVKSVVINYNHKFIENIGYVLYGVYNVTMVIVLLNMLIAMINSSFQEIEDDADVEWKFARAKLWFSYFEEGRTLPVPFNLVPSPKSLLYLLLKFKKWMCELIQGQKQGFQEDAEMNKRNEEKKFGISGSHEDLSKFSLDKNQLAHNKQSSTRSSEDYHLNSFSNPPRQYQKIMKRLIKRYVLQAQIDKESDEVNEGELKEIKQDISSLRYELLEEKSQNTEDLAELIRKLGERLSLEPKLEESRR
# TRPC6 act = mouse TRPC6 channel activators, primary screen, cell-based, HEK293, membrane potential dye. Short transient receptor potential channel 6 (Mus musculus), Q61143. HEK293-TRPC6 membrane potential dye fluorescence; hits give high values. B-score at 10 µM. hit rate 0.13% among 310,000;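 active = B-score of the integrated fluorescence ratio above library mean plus 3 SD, and starting fluorescence ratio within library mean plus 5 SD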;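 also: higher score means more depolarization so channel activation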
# TRPC4 act = activators of mouse TRPC4 channel, primary screen, Fluo4 calcium, HEK293 TRPC4beta/mu-opioid cells | hit rate 0.49% among 310,000 | Fluo4 calcium fluorescence; hits give high values | B-score at 10 µM;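 active = B-score above 5 SD of library B-scores, and initial fluorescence ratio not above library mean plus 5 SD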;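 also: positive B-score marks a calcium rise read as TRPC4 activation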
#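 Assay system: HEK293 stable line with TRPC4beta plus mu-opioid receptor. Times: dye 45 min RT, read 110 s. Measured by: kinetic Fluo4 calcium fluorescence. Measure: B score of integrated ratio. Controls: assay buffer as low control, maximal DAMGO as high control.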
# IEC-6 tox = cytotoxicity in IEC-6 intestinal epithelial cells, primary screen, cytotoxicity control for KLF5 inhibitor project, cell-based, luminescence. IEC-6 cytotoxicity, luminescence viability. inhibition, % at 5 µM. hit rate 0.78% among 290,000; in the data active = inhibition above about 22%;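 also: 0% = plate median of test compound wells and 100% = cytotoxic reference compound wells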
# aSyn UTR inh = MLPCN primary screen, SNCA 5' untranslated region. alpha-synuclein 5'UTR reporter, inhibitor activity. inhibition, % (tested at 7.5 µM). hit rate 0.82% among 300,000; in the data active = inhibition above about 60%;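 also: H4 neuroglioblastoma cells stably carrying SNCA 5'UTR luciferase fusion; 0% = DMSO wells and 100% = positive control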
# * marks the source's active call; other numbers are inactive results; i = inactive; · = no result given. Compounds as they come; any-hit rate near 5.8%.
SMILES,KLF5 inhibitor,MrgX1 antagonist,TRPC4 block,SKKanGAS inh,HIF activator,TRPC4 potent,TRPC6 inhibitor,TRPC6 act,TRPC4 act,IEC-6 tox,aSyn UTR inh
COC(=O)[C@H]1C[C@H]1[C@@H](NC(=O)c1cccnc1)c1ccccc1,·,i,i,0,2.8,i,i,i,i,·,9
CCOC(=O)c1cccc(NC(=O)CCS(=O)(=O)c2cccc3nsnc23)c1,-16,i,i,-4,0.7,i,i,i,i,0,6
CCCc1nc(NC(=O)c2ccccc2)nc(NC(=O)c2ccccc2)n1,-2,i,i,-2,-1.4,i,i,i,i,4,-3
S=c1[nH]nc(C2CCCCC2)n1/N=C/c1ccccc1,-16,i,i,1,-0.8,i,i,i,i,-8,15
CCOc1ccc(NC(=O)COC(=O)CCS(=O)(=O)c2ccc(C)cc2)cc1,-41,i,i,5,-0.4,i,i,i,i,-6,-8
Cc1cc(C)n2nc3ccccc3c2n1,24,i,i,-19,0.3,i,i,i,i,-6,-13
CCN(CC)CCNC(=O)CCc1nn(C)c(=O)c2ccccc12,-1,i,i,-8,-0.4,i,i,i,i,4,10
Cc1nc2ccccn2c1C(=O)NN=C1CCCC1,2,i,i,2,-0.2,i,i,i,i,-3,-25
O=C(O)c1ccc(NC(=O)c2cccc(S(=O)(=O)Nc3ccc(C(=O)O)cc3)c2)cc1,-14,i,i,-8,-0.2,i,i,i,i,0,8
Cc1cc(N2C(=O)C(O)=C(C(=O)c3ccco3)C2c2cccnc2)no1 (stereo not drawn),2,i,i,-2,-41,i,i,i,i,0,-10
Cc1ccc(S(=O)(=O)N2CC(C)N(S(C)(=O)=O)C2)cc1 (stereo not drawn),-4,i,i,-5,0.1,i,i,i,i,-1,14
O=C(Nc1cccc(-c2nnc(-c3ccccc3)o2)c1)c1ccco1,·,i,i,4,0.1,i,i,i,i,·,-54
CCn1cc(CCCC(=O)NCc2cccnc2)c2ccccc21,-15,i,i,0,1.0,i,i,i,i,3,13
COc1cccc(-c2cn(-c3cccc(C(F)(F)F)c3)c(=S)[nH]2)c1,-54,i,i,17,-35,i,i,i,i,-10,-47
CCCN1CCC(=O)N([C@H](CN=[N+]=[N-])CC(C)C)CC1,-33,i,i,15,-0.9,i,i,i,i,-8,-10
O=C(CCC1CCCC1)N1CCN(C(=O)c2ccco2)CC1,-20,i,i,11,0.0,i,i,i,i,-2,-15
COc1ccc(Nc2oc(-c3ccco3)nc2S(=O)(=O)c2ccc(F)cc2)cc1,-3,i,i,4,0.0,i,i,i,i,-6,-36
Cc1c(OCC(=O)N[C@H](C(=O)O)c2ccccc2)ccc2c3c(c(=O)oc12)CCCC3,-24,i,i,13,0.2,i,i,i,i,-3,13
O=C(Nc1ccc(Br)cc1)c1cccc(N2C(=O)C3C4C=CC(C4)C3C2=O)c1 (stereo not drawn),-7,i,i,-18,-0.3,i,i,i,i,-5,-7
CC(C)CN(C(=O)C(c1ccccc1)c1ccccc1)c1c(N)n(CC(C)C)c(=O)[nH]c1=O,4,i,i,3,-0.7,i,i,i,i,0,13
COc1cc2[nH]c(=S)n(Cc3ccc(C)cc3)c(=O)c2cc1OC,-2,i,i,2,-0.1,i,i,i,i,3,20
Cc1nn(-c2nc3ccccc3s2)c(N)c1-c1ccc(Cl)cc1,-72,i,i,3,3.4,i,i,i,i,-2,-203
CSC(=NC#N)N1CCN(c2cccc(Cl)c2)CC1,-56,i,i,-4,0.2,i,i,i,i,-7,-23
COC(=O)C1=C(C)N(Cc2ccccc2)C(=NCCCCO)N[C@H]1c1ccccc1,-28,i,i,3,-9.9,i,i,i,i,-2,-4
CCn1nnc(-c2ccccc2NC(=O)c2cccc(-n3cnnn3)c2)n1,-2,i,i,-4,0.1,i,i,i,i,-1,36
Cc1ccc(-n2ncc3c2CC(C)(C)CC3NC(=O)c2ccccn2)cc1 (stereo not drawn),-19,i,i,2,0.7,i,i,i,i,8,13
CCC1CCc2c(sc(NC(=O)C3c4ccccc4Oc4ccccc43)c2C(N)=O)C1 (stereo not drawn),-11,i,i,15,-0.6,i,i,i,i,-2,20
O=C(OCc1ccc(Cl)c(Cl)c1)c1cccnc1Cl,2,i,i,7,0.5,i,i,i,i,-6,-8
CC(C)C[C@H]1CN=C(Nc2ccccc2)N1CCC1CCCC1,-5,i,i,0,-0.3,i,i,i,i,0,-17
CCN(c1ccccc1)S(=O)(=O)c1cc(C(=O)Nc2ccc(F)c(F)c2)ccc1F,-1,i,i,22,-0.8,i,i,i,i,-3,2
CCn1cc([N+](=O)[O-])c(C(=O)N2CCCc3ccccc32)n1,-7,·,i,-4,0.3,i,i,i,i,-2,-2
CCC(CC)C(=O)Nc1cccc(C(=O)N2CCCCCC2)c1,-7,i,i,2,-0.2,i,i,i,i,0,9
Cc1cc(C(=O)CSc2nnnn2-c2ccccc2)c(C)n1CC1CCCO1 (stereo not drawn),-41,i,i,-6,3.9,i,i,i,i,2,-105
NC(=O)c1ccc(NCC2COc3ccccc3O2)c([N+](=O)[O-])c1 (stereo not drawn),-52,i,i,-1,1.3,i,i,i,i,-1,-20
COc1ccccc1COCC(O)CN(Cc1ccco1)Cc1ccccc1O (stereo not drawn),-20,i,i,2,0.3,i,i,i,i,-4,-8
C=CCn1c(SCC(=O)Nc2cc(C)ccc2C)nnc1-c1cnccn1,-29,i,i,7,0.3,i,i,i,i,0,23
CC(=O)O/N=C/c1c(Cl)n(C)c2ccccc12,-11,i,i,7,-0.2,i,i,i,i,8,2
CN1CCN(c2ccccc2NC(=O)c2cccc([N+](=O)[O-])c2)CC1,-31,i,i,-4,-0.1,i,i,i,i,-2,0
COc1ccc(-c2noc(C3CCCN(C(=O)c4ccccc4C)C3)n2)cc1 (stereo not drawn),-34,i,i,-2,-2.3,i,i,i,i,9,-10
O=C(O)CCn1c(=O)[nH]c2ccccc2c1=O,-18,i,i,-4,-0.3,i,i,i,i,-5,7
COCCC1CCCCN1C(=O)c1ccc(OC2CCN(C(C)=O)CC2)c(OC)c1 (stereo not drawn),-24,i,i,-5,0.1,i,i,i,i,2,-21
CCCCC1=CC2=CC(=O)C(C)(OC(=O)c3cnc4ccccc4n3)C(=O)C2=CO1 (stereo not drawn),·,i,i,8,-0.9,i,i,i,i,·,1
COc1ccc(OCCC(=O)OCc2c(C)noc2C)cc1,-30,i,i,-2,-0.7,i,i,i,i,0,8
Cc1cc(=O)oc2c3c(cc(OCC(=O)NCc4ccco4)c12)OC(C)(C)CC3,-5,i,i,-6,0.0,i,i,i,i,0,-38
Cc1ccc(C)c(S(=O)(=O)N/N=C/c2ccc(N(C)C)cc2)c1,-7,i,i,0,0.1,i,i,i,i,0,-30
CC1CCCCN1C(=O)C1CCCCN1S(=O)(=O)c1cccc([N+](=O)[O-])c1 (stereo not drawn),11,i,i,-8,-0.2,i,i,i,i,6,-8
CS(=O)(=O)N(CC(=O)N/N=C/c1cc([N+](=O)[O-])ccc1Cl)c1ccccc1,-23,i,i,-15,0.2,i,i,i,i,-2,13
CNC(=S)N(C)c1ccccc1,-18,i,i,-1,0.0,i,i,i,i,0,7
N#CCC(=O)Nc1ccc(C(=O)OCC(=O)NNC(=O)c2cccs2)cc1,·,i,i,11,-0.8,i,i,i,i,·,3
Cc1ccc(C(=O)CN(C(=O)c2ccc(Cl)cc2)N2C(=O)c3ccccc3C2=O)cc1,-15,i,i,1,-0.7,i,i,i,i,-5,-11
CC(C)(C)n1nnnc1C(c1ccc(Cl)cc1)N1CCCc2ccccc21 (stereo not drawn),-10,i,i,12,0.1,i,i,i,i,2,9
CCOc1ccc(Cl)cc1S(=O)(=O)N1CCC(C(=O)NCc2ccccn2)CC1,-12,i,i,3,0.1,i,i,i,i,7,7
COC(=O)/C=C/CSC1=N/C(=C/c2ccc(-n3cncn3)cc2)C(=O)N1,-3,i,i,0,-0.1,i,i,i,i,0,-13
Cc1ccc(NC(=O)c2ccc3c(c2)N(CC(=O)NC(C)C)C(=O)C(C)(C)O3)cc1,7,i,i,-2,0.1,i,i,i,i,1,-39
CC(C)(C)[C@H]1C=C(C(=O)N2CCN(Cc3ccc4c(c3)OCO4)CC2)O[C@@H](OCc2ccc(CO)cc2)C1,-7,i,i,-4,-0.3,i,i,i,i,4,2
N#CCCN(C(=O)CSc1ccc2c(c1)OCCO2)c1ccccc1,-41,i,i,-7,0.3,i,i,i,i,-1,-1
CCC(=O)c1ccc(OCC(=O)Nc2ccccc2N2CCCCC2)cc1,-9,i,i,2,0.1,i,i,i,i,-2,6
CC(=O)NC1C(OC(=O)/C=C/c2ccccc2)OC(COC(C)=O)C(OC(C)=O)C1OC(C)=O (stereo not drawn),-9,i,i,-6,-1.4,i,i,i,i,2,-17
CC1CCN(S(=O)(=O)c2ccc3c(c2)c(=O)c(C(=O)NC2CCCC2)cn3C)CC1,-19,i,i,1,-0.1,i,i,i,i,6,9
NC(=O)c1ccc2c(=O)n3c(-c4cccs4)csc3nc2c1,·,i,i,1,1.0,i,i,i,i,·,-41
CCNC(=S)NNC(=O)c1cc(C)on1,-22,i,i,-13,-0.3,i,i,i,i,-1,-27
COc1cc(OC)cc(C(=O)OCC(=O)NCCCc2ccccc2)c1,-35,i,i,-5,-0.7,i,i,i,i,4,-5
COc1cc(C(=O)NCCOC(=O)c2cccc(N(C)C)c2)cc(OC)c1OC,-15,i,i,-2,0.2,i,i,i,i,4,12
